NCI-60 one-dose screen, 48 h, at 10 µM unless noted. Numbers give growth in % (100 = growth as untreated, 0 = no growth, -100 = all killed).
HS 578T = HS 578T breast cancer; actives 4.1% (n = 78,000)
UACC-257 = UACC-257 melanoma; actives 4.4% (n = 78,000); AID 1794764
SK-MEL-2 = SK-MEL-2 melanoma; actives 4.7% (n = 77,000); AID 1794763
SK-MEL-28 = SK-MEL-28 melanoma. actives 4.1% (n = 81,000). AID 1794761
LOX IMVI = LOX IMVI melanoma; actives 7.4% (n = 79,000); AID 1794757
SK-MEL-5 = SK-MEL-5 melanoma | actives 6.4% (n = 80,000) | AID 1794755
UACC-62 = UACC-62 melanoma. actives 5.4% (n = 81,000). AID 1794756
MALME-3M = MALME-3M melanoma; actives 5.8% (n = 78,000); AID 1794766
Active calls of the source: *; . = no result given; & = joins results of further samples. Rule for the calls: active = growth percent below 10; inactive = the rest.

cpd	molecule	HS 578T	UACC-257	SK-MEL-2	SK-MEL-28	LOX IMVI	SK-MEL-5	UACC-62	MALME-3M
1	CCOC(=O)/C(F)=C/C1CC1CCc1ccccc1 (configuration not stated)	107.9	105.9	109.6	101.2	98.5	98.0	98.1	102.1
2	COc1ccc(CCN2CC=Cn3c2nc2ccccc2c3=O)cc1	37.9	80.3	46.5	78.7	14.1	-13.8*	31.8	63.2
3	CCOC(=O)C(=O)Nc1cccc(NC(=O)C(=O)OCC)n1	90.0	108.7	119.1	109.9	101.3	93.9	88.8	100.6
4	CONC1=Nc2cc(NC(N)=NCc3ccccc3)c(N(C)C3CCCCC3)cc2OC1	71.4	89.5	91.5	87.9	50.2	74.9	70.1	78.6
5	CC(=O)SCCCON1C(=O)c2ccccc2C1=O	107.7	113.8	112.4	109.7	97.3	104.2	93.3	104.0
6	Cc1nc(Nc2ccc(OCCCBr)cc2)c2c(C)nn(-c3ccccc3)c2n1	97.3	.	91.5	104.7	98.3	96.1	83.0	107.1
7	CCC(C)C(NC(=O)OC(C)(C)C)C(=O)O (configuration not stated)	102.1	99.1	.	110.0	92.1	108.8	113.7	120.0
8	COc1cc(C=C2C(=O)NC(=O)NC2=O)cc(CN2CCN(C)CC2)c1O	108.4	105.6	.	110.0	102.3	111.5	95.8	107.1
9	CNC(=O)c1cn2c3c(c(N4CCN(C)CC4)c(F)cc3c1=O)OC[C@@H]2C	100.5	.	95.4	108.2	94.8	100.9	103.3	105.7
10	CCCCC(C(O)c1ccc(C(C)(C)C)cc1)N(CC)CC (configuration not stated)	92.9	105.2	106.8	101.6	90.8	92.9	107.4	103.0
11	C/C(=N\Nc1ccc(C(=O)O)cc1)c1cnn(-c2cc(=O)[nH]c3ccc(C)cc23)c1C	92.5	106.1	105.9	107.0	94.9	97.9	91.5	83.3
12	CCN(CC)CCOc1ccc2c(c1)C(=O)c1cc(OCCN(CC)CC)ccc1-2	91.7&97.8	88.6&89.9	95.4&114.4	108.3&123.2	37.3&52.3	95.5&95.0	103.5&105.2	80.2&98.2
13	O=CNC(C=O)C(O)C(O)C(O)CO (configuration not stated)	.	117.4	111.7	102.4	105.0	103.2	104.6	102.4
14	CCCC1CC(C(=O)NC(C(C)O)C2OC(SC)C(O)C(O)C2O)N(C)C1 (configuration not stated)	100.0	99.0	93.9	114.3	111.5	99.7	98.7	99.2
15	N#Cc1c(-c2ccccc2)nc(N2CCOCC2)[nH]c1=O	110.6	97.5	106.1	107.4	98.1	109.5	99.0	96.4
16	NC(=O)c1cnc2ccc(-c3csc(N)n3)cc2c1Nc1ccc(Cl)cc1	100.1	104.9	119.1	107.1	96.7	96.3	105.2	.
17	COCC(=O)c1nnnn1CC(=O)c1ccc(F)cc1F	94.0	92.3	98.5	104.2	98.7	100.2	116.5	95.6
18	OCCOSCCO	114.9	102.3	106.2	107.6	102.6	101.5	114.4	.
19	COc1cc(CN(c2ccc(Cl)cc2)C2OC(=O)c3ccccc32)cc(OC)c1OC (configuration not stated)	59.6	74.7	41.6	67.3	44.9	73.0	45.6	64.3
20	NC(N)=NCC1COC2(CCCCC2)O1 (configuration not stated)	98.8	97.3	105.9	119.8	101.7	103.2	108.5	103.4
21	C=Cc1cc(C)cc(OC)c1O	.	100.6	102.6	93.6	102.5	92.0	96.6	74.7
22	C/C(=C1/SC(=S)NC1=O)c1ccccc1	100.7	99.4	.	99.8	97.6	99.0	114.5	111.8
23	O[Si](O)(c1cccc2ccccc12)c1cccc2ccccc12	109.6	115.2	90.5	100.4	81.1	101.2	78.3	95.7
24	COc1ccc([C@H]2[C@H](C(=O)Nc3cccc(C)c3)c3ccccc3C(=O)N2c2ccc(OC)cc2)cc1	85.0	93.3	92.7	95.6	93.6	107.4	.	81.3
25	CCC(=O)c1cc(C(=O)CC)n2ccc3ccccc3c12	105.5	104.7	112.1	111.0	95.7	99.5	90.7	106.1
26	NNC(=O)C1CC(O)Cc2cc(F)ccc2N1 (configuration not stated)	99.9	80.7	107.2	110.4	105.3	103.5	92.9	97.5
27	Cc1ccc(NCC(=O)C(O)C(O)C(O)CO)cc1 (configuration not stated)	98.4	.	112.2	119.7	90.7	113.1	102.1	88.8
28	O=c1nc2c(-c3nc(-c4ccccc4)cs3)n[nH]n2c2sc3c(c12)CCCC3	94.1	.	101.6	112.3	98.1	100.9	95.3	95.6
29	CCOC(=O)C1(CCOC)CCCCC1=O (configuration not stated)	101.2	94.8	.	108.2	93.4	111.4	110.7	102.7
30	CCC1=Cc2cc(Cl)cc(Cl)c2OC12C=Cc1cc(Cl)cc(Cl)c1O2 (configuration not stated)	117.8	103.0	115.2	109.3	98.7	102.9	100.3	105.9
31	O=C1CCCC(=O)N1CCCCCCN1C(=O)CCCC1=O	109.2	111.1	107.9	116.3	100.8	100.0	110.2	106.9
32	CCC(=O)C[n+]1cccc2c3ccccc3ccc21	91.7	93.0	109.7	106.6	96.0	85.3	93.0	99.0
33	OC1CCCC(O)C1 (configuration not stated)	102.5	89.2	102.8	104.2	93.4	103.1	103.0	98.8
34	CCC(=O)Oc1cccc(C(OC(=O)CC)OC(=O)CC)c1	104.8	90.2	80.3	111.4	98.0	108.2	102.3	106.0
35	COc1ccc(-c2c3c(nn2-c2ccc(S(N)(=O)=O)cc2)-c2ccc(OC)cc2CC3)cc1	90.9	89.4	96.3	96.7	71.8	82.9	88.2	84.1
36	C=CS(=O)(=O)O	108.7	103.6	110.8	110.1	96.3	102.3	103.3	95.6
37	C#CCn1cc(C(=O)c2cc(C)c(C)cc2O)cc(-c2ccc(OC)cc2)c1=O	95.4	119.2	107.6	111.2	87.3	97.6	82.9	106.8
38	CCn1c(SC/C(=N/O)c2ccc(Br)cc2)nnc1-c1ccncc1	108.4	107.1	109.4	110.0	104.0	103.9	95.4	107.5
39	CCCCCCCCCCSCCO	109.2	93.8	111.3	104.7	101.9	99.1	97.0	103.3
40	CC1(C)C/C(=C\c2ccc(Cl)cc2)C(=O)c2ccccc21	107.4	104.0	132.2	107.0	108.9	98.8	96.8	96.3
41	Nc1nonc1-c1nc2ccccc2n1Cc1ccc(Cl)cc1	68.0	80.6	79.3	98.4	84.9	93.1	81.5	96.4
42	Cc1nc(C)c(CSC2N=C(c3ccc(Br)cc3)c3cnn(-c4ccccc4)c3N2)nc1C (configuration not stated)	96.2	103.5	100.9	109.4	97.7	98.6	85.6	106.6
43	O=C1Nc2cc(Cl)ccc2/C1=C\c1c(-c2ccc(F)cc2)nc2ccccn12	-4.9*	68.7	23.7	28.2	11.1	-10.9*	10.6	41.4
44	Clc1ccc(/C=C2\CCCC3=C2N=C2SC=NN2C3c2ccc(Cl)cc2)cc1 (configuration not stated)	96.6	97.1	113.4	98.4	55.1	101.3	80.2	.
45	CCC(=O)C(CCN(C)C)c1ccccn1 (configuration not stated)	101.5	102.2	80.6	112.4	97.1	111.3	103.1	99.5
46	Cc1ccc2c(c1)C(C)CC2(C)C (configuration not stated)	109.8	94.3	104.2	97.7	104.1	106.5	100.7	99.8
47	CCOC(=O)[C@@]12CCCC=C1N1c3ccccc3-c3ccnn3[C@@H]1CC2	81.3	.	115.0	93.4	88.1	84.1	69.1	78.7
48	O=C1c2ccccc2C(=O)c2c1cc1c(c2[N+](=O)[O-])OCO1	6.8*	82.3	-30.8*	103.1	2.8*	80.0	15.2	85.0
49	O=Cc1cc(Br)ccc1O	92.6	106.7	.	106.4	103.8	105.0	109.6	96.9
50	CCCCCCCCCCN(CCCCCCCCCC)CC(O)c1ccc2cc(Cl)c3ccccc3c2c1 (configuration not stated)	106.0	99.8	106.5	106.0	100.0	108.3	96.7	98.4
51	COc1cccc(-c2cc(=O)c3cc(Cl)cc(NCc4ccccc4)c3o2)c1N	56.8	77.0	60.1	78.6	82.8	82.0	56.8	65.2
52	c1cc2cccc3c2c(c1)c1c2c4cccc5cccc(c54)c2c2c4cccc5cccc(c54)c2c31	.	98.3	108.7	101.8	91.7	103.3	108.8	109.3
53	COc1ccc(C2C3=C(CC(C)(C)CC3=O)Nc3cc4c(cc32)OCO4)cc1 (configuration not stated)	99.2	110.1	96.2	103.3	100.4	.	106.3	96.9
54	COc1cccc(-c2nn(C(C)(C)C)cc2-c2ccnc(NCCCNS(=O)(=O)c3ccc(C)cc3)c2)c1	103.3	111.0	108.2	111.5	99.5	100.3	107.4	101.5
55	COc1cc(/C=N/Nc2ccc(Cl)cc2Cl)cc(OC)c1OC	98.3	105.7	97.0	93.9	88.0	96.7	59.2	102.7
56	CCOC(=O)c1nn(C2CCCCO2)c2ccc(NC(=O)CSc3nc(C)cc(=O)[nH]3)cc12 (configuration not stated)	102.9	92.2	105.0	103.4	97.6	104.2	99.8	98.8

8 of the compounds above, in transposed form:
49. O=Cc1cc(Br)ccc1O
50. CCCCCCCCCCN(CCCCCCCCCC)CC(O)c1ccc2cc(Cl)c3ccccc3c2c1 (configuration not stated)
51. COc1cccc(-c2cc(=O)c3cc(Cl)cc(NCc4ccccc4)c3o2)c1N
52. c1cc2cccc3c2c(c1)c1c2c4cccc5cccc(c54)c2c2c4cccc5cccc(c54)c2c31
53. COc1ccc(C2C3=C(CC(C)(C)CC3=O)Nc3cc4c(cc32)OCO4)cc1 (configuration not stated)
54. COc1cccc(-c2nn(C(C)(C)C)cc2-c2ccnc(NCCCNS(=O)(=O)c3ccc(C)cc3)c2)c1
55. COc1cc(/C=N/Nc2ccc(Cl)cc2Cl)cc(OC)c1OC

| assay / entry | 49 | 50 | 51 | 52 | 53 | 54 | 55 |
| --- | --- | --- | --- | --- | --- | --- | --- |
| HS 578T | 92.6 | 106.0 | 56.8 | . | 99.2 | 103.3 | 98.3 |
| UACC-257 | 106.7 | 99.8 | 77.0 | 98.3 | 110.1 | 111.0 | 105.7 |
| SK-MEL-2 | . | 106.5 | 60.1 | 108.7 | 96.2 | 108.2 | 97.0 |
| SK-MEL-28 | 106.4 | 106.0 | 78.6 | 101.8 | 103.3 | 111.5 | 93.9 |
| LOX IMVI | 103.8 | 100.0 | 82.8 | 91.7 | 100.4 | 99.5 | 88.0 |
| SK-MEL-5 | 105.0 | 108.3 | 82.0 | 103.3 | . | 100.3 | 96.7 |
| UACC-62 | 109.6 | 96.7 | 56.8 | 108.8 | 106.3 | 107.4 | 59.2 |
| MALME-3M | 96.9 | 98.4 | 65.2 | 109.3 | 96.9 | 101.5 | 102.7 |

56. CCOC(=O)c1nn(C2CCCCO2)c2ccc(NC(=O)CSc3nc(C)cc(=O)[nH]3)cc12 (configuration not stated)

| assay / entry | 56 |
| --- | --- |
| HS 578T | 102.9 |
| UACC-257 | 92.2 |
| SK-MEL-2 | 105.0 |
| SK-MEL-28 | 103.4 |
| LOX IMVI | 97.6 |
| SK-MEL-5 | 104.2 |
| UACC-62 | 99.8 |
| MALME-3M | 98.8 |

New compounds follow
cpd	molecule	HS 578T	UACC-257	SK-MEL-2	SK-MEL-28	LOX IMVI	SK-MEL-5	UACC-62	MALME-3M
57	COc1ccc(C(=O)c2ccccc2C(=O)O)cc1Br	97.6	101.9	116.8	117.6	101.2	108.8	106.4	102.0
58	CN1C(=O)C(=Cc2cn(CC(O)CN3CCC(N4CCCCC4)CC3)c3ccccc23)C(=O)N(C)C1=O (configuration not stated)	104.0	114.7	108.8	101.0	110.2	104.6	86.9	131.3
59	N#Cc1c2cccnc2c2nnc3ccccc3n12	115.1	112.8	.	111.8	98.8	104.5	95.0	131.4
60	CCNC(=O)N1CCN(C(=O)NCC)CC1	108.5	131.2	114.5	115.0	102.9	108.2	105.2	119.3
61	O=C(O)CNC(=O)C1(N2C(=O)c3ccccc3C2=O)CCCC1	127.5	109.1	101.0	104.3	97.2	100.3	94.5	.
62	COc1ccc2nc3cc(Cl)ccc3c(NCCCNCCC(C)O)c2c1 (configuration not stated)	1.0*	-83.9*	-48.2*	-59.3*	-68.0*	-96.7*	-57.0*	-76.1*
63	Cc1nc2ccc(Br)cn2c1C(=O)NCc1ccc(OCc2cn(Cc3ccc(Br)cc3)nn2)cc1	85.7	82.3	106.6	101.8	107.0	83.2	65.7	97.4
64	Cc1c(C(=O)N2CCN(c3ccccc3)CC2)[nH]c2ccc(Cl)cc2c1=O	98.6	88.2	81.6	105.7	112.0	103.0	89.9	107.9
65	COc1ccc2c(c1)oc1c(C)c3c(c(C)c12)C(=O)N(CCOS(C)(=O)=O)C3=O	109.5	125.1	101.1	101.7	90.3	100.6	87.8	90.1
